Screens from PubChem BioAssay.
OX1R antag-1: OX1R (human) antagonism | OX1R-expressing cells, FRET antagonist read-out | inhibition, % at 6.6 µM | O43613 | AID 485270 | 330,000 tested, 1.8% active; in the data active = inhibition mostly above about 38%, no sharp cut-off; inactive = mostly below about 40%;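 also: 0% = agonist challenge alone and 100% = reference antagonist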
Target sequence (O43613 whole entry, looked up): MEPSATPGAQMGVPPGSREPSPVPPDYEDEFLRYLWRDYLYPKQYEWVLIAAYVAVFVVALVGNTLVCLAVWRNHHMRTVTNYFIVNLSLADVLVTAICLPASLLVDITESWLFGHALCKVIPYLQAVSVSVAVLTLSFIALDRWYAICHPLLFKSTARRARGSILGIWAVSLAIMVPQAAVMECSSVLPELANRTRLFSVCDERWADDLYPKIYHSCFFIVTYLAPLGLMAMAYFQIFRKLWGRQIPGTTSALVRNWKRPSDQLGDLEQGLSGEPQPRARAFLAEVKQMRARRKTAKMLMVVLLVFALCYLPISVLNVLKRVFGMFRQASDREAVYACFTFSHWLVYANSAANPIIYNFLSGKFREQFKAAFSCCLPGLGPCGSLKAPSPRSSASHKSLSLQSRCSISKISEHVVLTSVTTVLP
OX1R antag-2: antagonists of human orexin 1 receptor; AID 434989; inhibition, % at 5 µM; O43613; CHO/OX1R cells, Fluo-8 calcium fluorescence, orexin A; 330,000 tested, 0.43% active;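 active = inhibition above its plate's threshold, mean inhibition of all tested compounds on the plate plus 3 SD, cut at about 37% in these data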;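 also: 0% = orexin A challenge wells and 100% = SB-334867-A antagonist wells; not every result past the cut was called active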
Active calls of the source: *.

canonical_smiles | OX1R antag-1 | OX1R antag-2
Cc1ccc(NS(=O)(=O)c2ccc(C(=O)NC3CCN(Cc4ccccc4)CC3)cc2)cc1 | 4 | 15
O=C(/C=C/c1cccc([N+](=O)[O-])c1)NCc1ccc2c(c1)OCO2 | 15 | -32
Cc1ccc(S(=O)(=O)Oc2ccccc2/C=N/NC(N)=S)cc1 | 7 | 0
CC(C)CSc1nc2ccccc2c(=O)[nH]1 | 16 | -24
CC1CCCN(CCCOc2ccc(Br)cc2Cl)C1 (configuration not stated) | 6 | -23
O=C(c1cc(-c2ccccc2)on1)N1CCCc2ccccc21 | 45 | -19
COc1cc(NC(=O)C2CCC(CNS(=O)(=O)c3csc(C(N)=O)c3)CC2)cc(OC)c1 (configuration not stated) | 4 | 3
Cc1cc(C)c2c(CC(=O)NCCc3ccccc3)coc2c1 | 15 | -29
COc1ccccc1N1CCN(C2CCCN(C(=O)c3snnc3C)C2)CC1 (configuration not stated) | 7 | -13
COc1ccc(CCN(Cc2ccccn2)C(=S)Nc2ccccc2C)cc1OC | 46 | -19
CCCC(C(=O)NC1CCCC1)N(Cc1cccs1)C(=O)c1snc(C(N)=O)c1N (configuration not stated) | 17 | -23
C/C(=N/NC(=O)CN1CCN(S(=O)(=O)c2ccc(C)cc2)CC1)c1ccco1 | 4 | -19
O=c1c2[nH]c3ccccc3c2ncn1CCN1CCCCC1 | 13 | -9
CSc1nsc(N/N=C/c2ccccc2)c1C#N | 12 | -10
O=C(O)COc1ccccc1/C=N/Nc1ccc(S(=O)(=O)Nc2ccc(Cl)cc2)cc1[N+](=O)[O-] | 40 | 12

Overlap with the part before: seven entries; new compounds follow.
canonical_smiles | OX1R antag-1 | OX1R antag-2
COc1ccccc1N1CCN(C2CCCN(C(=O)c3snnc3C)C2)CC1 (configuration not stated) | 7 | -13
COc1ccc(CCN(Cc2ccccn2)C(=S)Nc2ccccc2C)cc1OC | 46 | -19
CCCC(C(=O)NC1CCCC1)N(Cc1cccs1)C(=O)c1snc(C(N)=O)c1N (configuration not stated) | 17 | -23
C/C(=N/NC(=O)CN1CCN(S(=O)(=O)c2ccc(C)cc2)CC1)c1ccco1 | 4 | -19
O=c1c2[nH]c3ccccc3c2ncn1CCN1CCCCC1 | 13 | -9
CSc1nsc(N/N=C/c2ccccc2)c1C#N | 12 | -10
O=C(O)COc1ccccc1/C=N/Nc1ccc(S(=O)(=O)Nc2ccc(Cl)cc2)cc1[N+](=O)[O-] | 40 | 12
Cc1ccccc1-n1c(C)nnc1SCc1cc(=O)oc2ccc3ccccc3c12 | 49 | -22
O=C1Nc2ccccc2CCc2ccccc21 | 2 | -12
Cc1cc(C)c2nc(C)cc(Nc3ccc(C(=O)N(C)C)cc3)c2c1 | 13 | -4
COC(=O)c1cc2ccccc2n1S(=O)(=O)c1ccccc1 | 3 | -3
CC(C)(C)NC(=S)N1CCC(C(=O)c2ccc(F)cc2)CC1 | 7 | 10
CC(=O)c1cccc(N(CC(=O)O)S(C)(=O)=O)c1 | 15 | 2
O=C(NCc1ccc2c(c1)OCO2)C1CC(=O)N(c2ccc(Cl)cc2)C1 (configuration not stated) | 9 | -14
O=c1c2ccccc2nc(-c2ccc(F)cc2)n1NCc1ccccc1O | 23 | -19
COc1ccccc1-c1cc2nc(C)c(CCC(=O)NC(C)CCc3ccco3)c(C)n2n1 (configuration not stated) | 11 | -24
O=C(Cn1nnc2c(cnn2-c2ccccc2)c1=O)NCc1cccs1 | 32 | -30
COc1ccccc1NC(=O)CSC1CC(=O)N(c2ccc3c(c2)OCO3)C1=O (configuration not stated) | 18 | -5
NNC(=O)Cn1nc2n(c1=O)-c1ccccc1SC2 | 8 | -24
O=c1[nH]cc(NCCNc2ncc(C(F)(F)F)cc2Cl)c(=O)[nH]1 | 11 | -8
C/C(CCc1ccccc1)=N\NC(=O)C(=O)Nc1cccc(Cl)c1 | 15 | -15
O=C(NCC1CCCO1)C1CC(=O)N(c2ccc(F)c(Cl)c2)C1 (configuration not stated) | 6 | -24
C=CCNC(=O)C1CCCN(S(=O)(=O)c2ccc(-n3cnnn3)cc2)C1 (configuration not stated) | 21 | 0
Cc1ccc(C(=O)COC(=O)c2ccncc2)cc1[N+](=O)[O-] | 18 | -16
CC1=C(C(=O)NCc2ccccc2)C(c2cccs2)NC(=S)N1 (configuration not stated) | 2 | 2
C=CCn1c(SCC(=O)Nc2c(C)cccc2C)nnc1-c1ccncc1 | 5 | -22
O=C(N/N=C/c1sc(N2CCOCC2)nc1-c1ccccc1)c1ccccc1F | 1 | -10
Cc1cc(C)n(-c2n[nH]c(C)c2[N+](=O)[O-])n1 | 8 | -6
Clc1ccccc1CSc1nncn1-c1cccnc1 | 12 | -14
CSCCC(NC(=O)c1ccccc1Cl)C(=O)Nc1ccc(C)c(S(=O)(=O)N2CCOCC2)c1 (configuration not stated) | 12 | -1
COc1ccc(C(=O)Nc2cc(C)on2)cc1OC | 0 | -6
CCC(=O)Nc1ccc(Nc2ccccc2)cc1 | 6 | 5
N#Cc1ccccc1OCC(=O)N1CCc2ccccc2C1 | 16 | -32
Cc1nnc(NC(=O)c2ccc(S(=O)(=O)N3CCc4ccccc4C3)cc2)o1 | -5 | -22
CCCC(C)NC(=O)COc1ccc(S(=O)(=O)c2ccc(OCC(=O)NC(C)CCC)cc2)cc1 (configuration not stated) | 9 | -20
CCOc1nc(C)cc(COC)c1C(N)=O | 20 | -6
NS(=O)(=O)c1cc(C(=O)NNC(=O)c2ccc3c(c2)OCO3)ccc1Cl | 6 | -18
CC(=O)N/C(=N/c1nc(C)cc(C)n1)Nc1cccc(C)c1 | -6 | -14
Cc1nnc(-c2ccccc2)[nH]c1=O | 8 | -10
Cc1ccc(S(=O)(=O)c2nc(NCCCn3ccnc3)sc2Cl)cc1 | 15 | -31
O=C(c1cccc(S(=O)(=O)N2CCN(c3ccc(F)cc3)CC2)c1)N1CCCC1 | 10 | -9
CC(C)c1ccc(Nc2nc(Cl)nc(Cl)n2)cc1 | 17 | 7
COC(=O)C(CC(C)C)NC(=O)c1ccc(F)cc1 (configuration not stated) | 10 | -4
CC(C)CCSc1nc(N)c(C#N)cc1C#N | 7 | 14
O=C1Nc2ccc([N+](=O)[O-])cc2C1(O)N1CCCCC1 (configuration not stated) | 13 | -1
COc1ccc(N(C(=O)c2cccnc2)S(=O)(=O)c2ccc(F)cc2)cc1 | 8 | -19
CC(C)N(C(=O)CN(C#N)c1nc(N(C)C)nc(N(C)C)n1)c1ccccc1 | 6 | -24
COc1ccc(-n2ncc3c(N4CCN(c5cc(C)ccc5C)CC4)ncnc32)cc1 | 17 | -18
CC(=O)c1c(N2CCN(Cc3ccccc3)CC2)nc(=S)n(Cc2ccccc2)c1C | 9 | -23
CCOC(=O)N1CCN(C2=C(NS(=O)(=O)c3ccccc3)C(=O)c3ccccc3C2=O)CC1 | 68* | -27
O=C(NCCC1CCCCN1S(=O)(=O)c1ccc(F)cc1)C(=O)NCCN1CCOCC1 (configuration not stated) | 12 | -27
O=C1N/C(=C/c2cccs2)C(=O)N1Cc1ccccc1F | 18 | -6
COc1ccc(NC(=O)COC(=O)c2ccc3c(c2)OCCO3)cc1OC | 5 | -23
Cn1cnnc1Sc1cc(N2CCN(S(=O)(=O)c3ccc4ccccc4c3)CC2)ccc1[N+](=O)[O-] | 16 | -26
Cc1ccccc1NC(=O)c1snc2c(=O)[nH]cnc12 | 12 | -12
CN(C)CCCNc1cn[nH]c(=O)c1Cl | 10 | -4
CCc1nn(CC(=O)NCCCN2CCN(CC)CC2)c(=O)c2cc3occc3n12 | 1 | -8
CCOC(=O)c1cccc(NC(=O)c2ccc(N(C)C)cc2)c1 | 29 | -11
CCn1c(CNS(=O)(=O)c2ccc(Br)cc2)nnc1SC | 3 | -14
CCOC(=O)CSc1nc2sc3c(c2c(=O)[nH]1)CCCC3 | 0 | -22
Cc1cc(Br)ccc1OCCCCNC(C)(C)C | 13 | -24
COc1ccc(S(N)(=O)=O)cc1C(=O)NNC(=O)C1COc2ccccc2O1 (configuration not stated) | 4 | -9
O=C1N[C@@H](Cc2ccccc2)COC(=O)[C@@H](Cc2ccc(F)cc2)C/C=C\C[C@@H]1CC(=O)N(CCO)Cc1ccccc1 | 24 | 34
Cc1ccc(-c2nc(CS(=O)(=O)CC(=O)NCCCN(Cc3ccccc3)C(C)C)c(C)o2)cc1 | 24 | -12
COc1ccccc1-c1nnc(SCC(=O)NCc2cccs2)n1N | 3 | -9
CCOC(=O)C1CCN(c2ccc([N+](=O)[O-])c(C(C)=O)c2)CC1 | 36 | -8
O=C(COc1ccc(-n2cnnn2)cc1)NC(=O)NCc1ccccc1 | 19 | 2

Additional compounds.
canonical_smiles | OX1R antag-1 | OX1R antag-2
COc1ccc(C(=O)N/N=C(\C)Cn2nc([N+](=O)[O-])cc2C)cc1 | 49 | 2
O=C(N/N=C/c1ccc([N+](=O)[O-])cc1)c1cc(C2CC2)[nH]n1 | 68* | -11
c1ccc(C2=NNC(c3ccccn3)=NN2)nc1 | -4 | -9
CCC(/C=N/Nc1ccc(S(=O)(=O)N2CCCC2)cc1[N+](=O)[O-])CC | 32 | -3
C[C@@]12C(=O)N(Cc3ccccc3)CC(=O)N1[C@H]1c3ccccc3OC[C@@H]1[C@@H]2c1ccccc1 | 20 | 11
Cc1cc(C)c(S(=O)(=O)C(C)C)c(=O)[nH]1 | 18 | -10
CCOc1cc(NC(=S)NCC2CCCO2)c(OCC)cc1NC(=O)c1ccc(OC)cc1 (configuration not stated) | 22 | -29
CC(NS(=O)(=O)c1ccc(OCC(=O)N2CCOCC2)c(Cl)c1)c1ccccc1 (configuration not stated) | 14 | -15
CCN(CC)S(=O)(=O)c1ccc(NC(=O)COC(=O)c2ccc(-n3nc(C)cc3C)cc2)cc1 | 8 | 2
COc1cccc(/C=N/Nc2ncccc2[N+](=O)[O-])c1OC | 21 | -2
COC(=O)Cn1cccc1C(=O)c1ccccc1 | 12 | -11
C=CC[C@@H](CC(=O)N(CCO)Cc1ccccc1)C(=O)N[C@H](COC(=O)[C@@H](CC=C)CC(=O)OC(C)(C)C)C(C)(C)C | 6 | -17
Cc1ccc(C(C(=O)NC2CCCCC2)N2CCCC2)cc1 (configuration not stated) | 5 | -8
CC1=NN(C(N)=S)C(=O)C1N=Nc1cccc(Cl)c1C (configuration not stated) | 21 | -6
Cc1ccc(S(=O)(=O)N2CCC(C(=O)NCCN3CCOCC3)CC2)cc1C | -2 | -7
CCOc1ccc(CCN2C(=O)c3ccc(C(=O)O)cc3C2=O)cc1OCC | 24 | -18
O=C1CCN(C(=S)NCCc2ccccc2)CC1 | 14 | 10
CCc1ccc(N2CC(C(=O)N3CCN(c4ccccn4)CC3)CC2=O)cc1 (configuration not stated) | 19 | -34
CC(C)SC1=NC(C)(C)C=C(/C=C/c2c(Cl)cccc2Cl)N1 | 41 | -25
CC(=O)NC(CC(=O)c1ccc([N+](=O)[O-])cc1)C(Cl)(Cl)Cl (configuration not stated) | 76* | 3
O=C(Cn1c(-c2ccccn2)nc2ccccc21)NCCN1CCOCC1 | 3 | -13
CC(=O)Cc1nsc(NC(=O)c2ccc(-c3cc(Cl)ccc3Cl)o2)n1 | 48 | 12
Cc1ccc(-n2c(SCC3CNC(=O)O3)nnc2-c2ccccc2)cc1C (configuration not stated) | 16 | -16
COc1cc(C(=O)OCC(=O)NCC2CCCCC2)ccc1OCC(C)C | 1 | -18
Cc1[nH]n(-c2ccccc2)c(=O)c1N=O | 32 | -13
O=C(CC1SCCNC1=O)Nc1ccc(Cl)c(Cl)c1 (configuration not stated) | 10 | -14
O=C(Nc1ccccc1N1CCOCC1)c1csc2c1CCCC2 | 16 | -37
Cc1ccc(NCC(=O)N/N=C/c2ccncc2)cc1 | 8 | -14
CCN(CCCNC(=O)COc1cc(=O)n(C)c2ccccc12)c1cccc(C)c1 | 18 | -27
Cc1nn(C(=O)c2ccco2)c(C)c1Br | -5 | -6
NC(=O)CC(CC(=O)OCc1ccccc1)c1ccccc1 (configuration not stated) | 4 | -12
CS(=O)(=O)Nc1ccc(C(=O)Nc2ccc(S(=O)(=O)N3CCCC3)cc2)cc1 | 12 | -12
CCOC(=O)C1CCN(C(=O)c2ccc(OCC(=O)Nc3cccc(C(F)(F)F)c3)cc2)CC1 | 35 | -2
CS(=O)(=O)N1CCN(c2ccccc2NC(=O)c2ccc(-c3ccc(Br)cc3)o2)CC1 | 8 | -11
COc1ccc(C(=O)Nc2nnc(Cc3ccc(OC)c(OC)c3)s2)c(OC)c1 | 13 | -25
CC(=O)C1=C(O)C(=O)N(c2ccc(Br)cn2)C1c1ccccc1[N+](=O)[O-] (configuration not stated) | 5 | -19
CC(=O)Nc1ccc(-c2nnc(SCC(=O)NCc3ccco3)n2C)cc1 | 4 | -4
O=C(CCCN1C(=O)c2ccccc2C1=O)Nc1ccc(S(=O)(=O)N2CCOCC2)cc1 | 7 | -14
O=C(NNS(=O)(=O)c1cc(Cl)c(Cl)cc1Cl)c1cccnc1 | -12 | -11
Cc1ccc(-c2nn(-c3cccc(F)c3)cc2CN(Cc2nccn2C)C(C)C)o1 | 30 | -8
CCCN(CCC)C(=O)C1CCCN(S(=O)(=O)c2ccc3c(c2)oc(=O)n3C)C1 (configuration not stated) | 39 | -20
CC(C)c1ncc(C(O)c2cccc3ccccc23)n1C (configuration not stated) | 15 | -26
CCCCOc1ccc(C(CC(=O)NC)C(=O)O)cc1 (configuration not stated) | -1 | -11
CN(CC(=O)Nc1ccccc1Br)c1ncnc2sccc12 | 12 | -25
Clc1ccccc1-c1ccc(CN2CCN(c3ccccc3)CC2)o1 | 19 | -26
CCc1c(C)nc(N)n2c(SCC(=O)NC3CCCCC3)nnc12 | 9 | -18
COc1ccc(C(=O)OCc2c(-c3cccc(OC)c3)ncc3ccccc23)cc1 | 12 | -12
C[C@H](NC(=O)c1nc[nH]c1C(=O)N[C@H](C)c1ccccc1)C(=O)OC(C)(C)C | 20 | -21
Cc1cccc(C)c1NC(=O)COc1ccc2c(C)c(Cc3ccccc3)c(=O)oc2c1 | 24 | -10
COCCNC(=O)c1cnn2c(C(F)F)cc(-c3ccc(C)cc3)nc12 | 14 | -35
